Screens deposited in PubChem by several laboratories.
SARS 3CLpro inh: SARS-CoV 3CLpro protease inhibitors, primary screen, biochemical, quenched FRET. hit rate 0.14% among 290,000. inhibition, % at 6 µM. recombinant SARS-CoV 3CLpro, quenched FRET peptide cleavage; in the data active = inhibition above about 12%
GDH-TPI counter: GDH-TPI coupling enzyme inhibitors, primary screen, artefact control for M. tuberculosis FBA inhibitor project, biochemical, absorbance, full deck; GDH-TPI coupled enzyme counterscreen, NADH absorbance; inhibition, % at 4.8 µM; hit rate 1.2% among 360,000; in the data active = inhibition above about 30%;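 note: 0% = DMSO wells and 100% = wells lacking the enzyme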
Mtb BioA inh: M. tuberculosis BioA enzyme inhibitors, primary screen, biochemical, plate reader, single point, HTS. purified M. tuberculosis BioA enzyme. 7,8-diaminopelargonic acid synthase BioA (Mycobacterium tuberculosis). inhibition, % at 9.99 µM. hit rate 0.096% among 360,000; in the data active = inhibition above about 40%
Rv3671c inh: Rv3671c serine protease inhibitors, primary screen, biochemical, fluorescence polarization, M. tuberculosis H37Rv; inhibition, % at 5.96 µM; AID 2606, 2010; hit rate 0.048% among 320,000; in the data active = inhibition above about 38%;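 note: extracellular domain of Rv3671c used as enzyme; 0% = enzyme with DMSO and 100% = no enzyme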
Target sequence (P9WHR9 whole entry, looked up, the tested form may be a part): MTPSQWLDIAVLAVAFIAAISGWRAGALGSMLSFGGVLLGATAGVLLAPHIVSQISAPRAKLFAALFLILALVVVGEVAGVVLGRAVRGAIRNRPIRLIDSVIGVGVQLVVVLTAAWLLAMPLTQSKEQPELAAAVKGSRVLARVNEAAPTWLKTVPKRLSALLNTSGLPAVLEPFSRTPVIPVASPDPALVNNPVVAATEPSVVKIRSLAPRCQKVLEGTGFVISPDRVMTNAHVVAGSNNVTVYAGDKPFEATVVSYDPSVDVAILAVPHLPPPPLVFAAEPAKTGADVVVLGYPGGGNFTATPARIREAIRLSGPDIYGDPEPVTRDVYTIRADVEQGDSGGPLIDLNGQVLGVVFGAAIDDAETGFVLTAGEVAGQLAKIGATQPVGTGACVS
SSB-PriA inh: inhibitors of Klebsiella pneumoniae PriA binding to SSB C-terminal tail, primary screen, biochemical, AlphaScreen; AlphaScreen SSBct-PriA binding, biotinylated peptide; inhibition, % at 33 µM; AID 1272365, 2023; hit rate 0.6% among 430,000; in the data active = inhibition mostly above about 37%, no sharp cut-off; inactive = mostly below about 20%;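 note: plate controls were negative control peptide for no effect and reference peptide for full effect; strong numbers were not always called active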
MazF activator: activators of E. coli MazEF toxin-antitoxin RNase, primary screen, biochemical, fluorescence, uHTS; Endoribonuclease toxin MazF (Escherichia coli (strain K12)), P0AE70; hit rate 0.32% among 350,000; FAM/BHQ RNA-DNA oligo cleavage fluorescence, 5 h; activation, % at 20 µM; in the data active = activation above about 50%
Target sequence (P0AE70 whole entry, looked up): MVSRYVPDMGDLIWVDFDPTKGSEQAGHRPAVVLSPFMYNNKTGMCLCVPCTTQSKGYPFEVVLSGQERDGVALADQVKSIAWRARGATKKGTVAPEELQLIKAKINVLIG
UGM FP inh: M. tuberculosis UGM enzyme inhibitors, primary screen, biochemical, fluorescence polarization, single point; UDP-galactopyranose mutase (Mycobacterium tuberculosis (strain ATCC 25618 / H37Rv)), …; purified UGM, fluorescence polarization probe displacement; inhibition, % at 10 µM; hit rate 0.06% among 320,000; AID 504406, 2011; in the data active = inhibition above about 10%, passing the limit was not always enough
Vc quorum ag: inducers of Vibrio cholerae quorum light production without autoinducers, primary screen, BH1578 luxS cqsA deficient, single point; V. cholerae BH1578 lux reporter, luminescence, 6 h; activation, % at 18.7 µM; hit rate 0.16% among 350,000; AID 588436, 2011; in the data active = activation mostly above about 9.7%, no sharp cut-off; note: not every result past the cut was called active; inactives centre near 0; reference of the scale not given here
Mtb FBA inh: Mtb FBA enzyme inhibitors, primary screen, biochemical, fluorescence, strain H37Rv | inhibition, % at 1 µM | purified M. tuberculosis FBA, fluorescence read-out | Fructose-bisphosphate aldolase (Mycobacterium tuberculosis (strain ATCC 25618 / H37Rv)), … | AID 588726, 2011 | hit rate 2.3% among 360,000; in the data active = inhibition above about 27%;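 note: 0% = vehicle and 100% = reference inhibitor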
Target sequence (P9WQA3 whole entry, looked up): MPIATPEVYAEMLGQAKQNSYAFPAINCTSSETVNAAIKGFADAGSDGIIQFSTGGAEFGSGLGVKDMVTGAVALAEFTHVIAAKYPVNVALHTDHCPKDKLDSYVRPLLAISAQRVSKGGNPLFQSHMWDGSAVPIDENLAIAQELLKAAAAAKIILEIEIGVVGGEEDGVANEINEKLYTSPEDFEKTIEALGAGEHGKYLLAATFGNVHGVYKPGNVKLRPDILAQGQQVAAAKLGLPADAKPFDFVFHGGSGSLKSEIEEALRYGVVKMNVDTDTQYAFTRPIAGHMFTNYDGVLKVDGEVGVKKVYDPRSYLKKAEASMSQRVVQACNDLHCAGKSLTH
DUSP3 inh: VHR1 phosphatase inhibitors, primary screen, biochemical, absorbance, uHTS. hit rate 0.52% among 290,000. Dual specificity protein phosphatase 3 (Homo sapiens), P51452. recombinant VHR phosphatase, pNPP absorbance. inhibition, % at 13.3 µM; in the data active = inhibition above about 50%; note: some compounds called inactive have numbers as strong as hits
Target sequence (P51452 whole entry, looked up): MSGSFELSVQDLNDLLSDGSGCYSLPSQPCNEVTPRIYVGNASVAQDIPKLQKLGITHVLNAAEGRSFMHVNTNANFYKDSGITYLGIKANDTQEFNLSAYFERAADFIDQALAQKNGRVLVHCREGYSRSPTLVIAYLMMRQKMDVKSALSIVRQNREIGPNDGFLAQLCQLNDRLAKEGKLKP
* marks the source's active call; other numbers are inactive results; i = inactive; . = not tested or not shown; & = joins results of further samples.

SMILES | SARS 3CLpro inh | GDH-TPI counter | Mtb BioA inh | Rv3671c inh | SSB-PriA inh | MazF activator | UGM FP inh | Vc quorum ag | Mtb FBA inh | DUSP3 inh
COc1ccc(S(=O)(=O)NCc2ccccn2)cc1Cl | 3.5 | -2.2 | 3.7 | -5.8 | -17.2 | 9.0 | 1.1 | 5.6 | 1.1 | 2.4
Cc1cc(-c2ccc(N3CCOCC3)cc2)nc2ccccc12 | -5.7 | 25.9 | . | -2.5 | -19.3 | 9.3 | 0.6 | -0.4 | 16.9 | 4.6
N#CC1=C2N=C(N)c3ccccc3N2C2=C(C(=O)CCC2)C1c1cccc(Cl)c1 (configuration not stated) | 5.3 | 14.8 | -0.3 | 1.9 | -3.2 | -5.3 | 3.1 | i | 4.0 | -11.0
CCCCSc1nn[nH]n1 | 1.8 | 7.2 | 0.1 | 5.4 | -6.7 | 1.3 | 0.2 | 3.3 | 1.3 | 17.3
COc1ccc(CCNC(=O)COC(=O)Cc2c[nH]c3ccccc23)cc1OC | . | -2.5 | -1.6 | 2.5 | -21.2 | 1.5 | -2.0 | i | -0.7 | .
CC1(C)N=C(N)N=C(N)N1c1ccc(CCCCc2ccccc2)cc1 | . | -0.9 | 3.0 | . | . | 39.3 | . | 0.7 | -1.7 | .
CC(=O)NC12CC3CC(C1)CC(C(=O)OCC(=O)NC(=O)c1cccn1C)(C3)C2 | -7.5 | -5.0 | -1.8 | -0.1 | -8.8 | 1.6 | 1.8 | -5.0 | 3.5 | 10.5
CN(C)C(=O)c1ccc(NC(=O)c2cc(-c3ccco3)nc3ccccc23)cc1 | -3.9 | 13.8 | 0.1 | . | 2.6 | 0.9 | 4.1 | i | 15.7 | 9.6
O=C(O)C1CCN(C(=O)c2ccccc2C(=O)N2CCC(C(=O)O)CC2)CC1 | 0.3 | -2.8 | -1.8 | -7.6 | 0.2 | -6.5 | 3.7 | -1.9 | -1.7 | -8.1
CC(=O)C1=C(O)C(=O)N(CCN2CCOCC2)C1c1ccc(N(C)C)cc1 (configuration not stated) | 2.8 | 10.2 | . | -0.3 | -7.3 | 3.3 | 1.9 | -2.2 | -1.8 | .
C#CCOCCOCCOCCNc1nc(N2CCN(C(=O)[C@H]([C@@H](C)O)n3cc(CCCCN)nn3)CC2)nc(N2CCN(C(=O)[C@H](CCCCN)n3cc(CCCC)nn3)CC2)n1 | . | -0.8 | 0.4 | 11.1 | 4.3 | 1.2 | -0.3 | 4.3 | 1.6 | .
O=S1(=O)OCCC(c2ccccc2)N1Cc1ccccc1 (configuration not stated) | -6.0 | 0.0 | -1.2 | 8.7 | -6.8 | 2.5 | 1.5 | i | -1.2 | 8.9

Profiles from above. Order of screens: SARS 3CLpro inh, GDH-TPI counter, Mtb BioA inh, Rv3671c inh, SSB-PriA inh, MazF activator, UGM FP inh, Vc quorum ag, Mtb FBA inh, DUSP3 inh
CCCCSc1nn[nH]n1 reads 1.8, 7.2, 0.1, 5.4, -6.7, 1.3, 0.2, 3.3, 1.3, 17.3
O=C(O)C1CCN(C(=O)c2ccccc2C(=O)N2CCC(C(=O)O)CC2)CC1 reads 0.3, -2.8, -1.8, -7.6, 0.2, -6.5, 3.7, -1.9, -1.7, -8.1
CC(=O)NC12CC3CC(C1)CC(C(=O)OCC(=O)NC(=O)c1cccn1C)(C3)C2 reads -7.5, -5.0, -1.8, -0.1, -8.8, 1.6, 1.8, -5.0, 3.5, 10.5
Cc1cc(-c2ccc(N3CCOCC3)cc2)nc2ccccc12 reads -5.7, 25.9, ., -2.5, -19.3, 9.3, 0.6, -0.4, 16.9, 4.6

More structures follow.
SMILES | SARS 3CLpro inh | GDH-TPI counter | Mtb BioA inh | Rv3671c inh | SSB-PriA inh | MazF activator | UGM FP inh | Vc quorum ag | Mtb FBA inh | DUSP3 inh
Cc1ccsc1C1NC(=O)c2ccccc2N1 (configuration not stated) | 3.2 | 7.6 | 0.5 | 1.7 | -15.3 | 2.5 | -1.3 | i | 14.0 | -26.4
Cc1ccc(CNc2ccc3c(c2)ncn3C(C)(C)C)cc1 | 0.8 | -0.3 | . | 4.0 | 20.4 | 7.6 | 3.8 | -2.4 | 4.1 | 36.0
S=c1[nH]cc(-c2ccc(Cl)cc2)n1-c1ccccc1 | 2.7 | 6.6 | . | 0.9 | -3.1 | 4.8 | 6.4 | -0.3 | -0.2 | 8.1
CCOC(=O)c1c(S(=O)(=O)NCC(=O)Nc2cc(C)ccn2)c(C)n(C)c1C | 5.3 | -0.7 | 0.9 | -2.0 | -8.4 | 2.9 | -2.0 | -0.3 | -0.1 | 10.4
O=C(C1CCCN(c2nnc(-n3cccc3)s2)C1)N1CCC2(CC1)OCCO2 (configuration not stated) | -0.6 | -6.0 | 0.2 | -6.9 | 4.9 | 6.4 | -3.5 | 1.0 | -3.6 | -7.3
CCOC(=O)c1ccc(NC(=O)CN2C(=O)CSCC2=O)cc1 | 11.4 | 4.2 | . | -9.2 | -10.9 | -6.9 | 0.1 | -0.3 | -3.0 | 7.4
COc1ccc(OC)c(CN2CCN(S(=O)(=O)c3ccccc3)CC2)c1 | . | -0.7 | 1.1 | -3.2 | 2.5 | 1.9 | -1.5 | -0.2 | 0.8 | .
Cc1ccc(CN(C)C[C@@H]2OCc3cnnn3CCCC(=O)N([C@H](C)CO)C[C@H]2C)cc1 | . | -0.5 | 2.0&-1.1 | . | . | 5.1 | . | 1.1 | 1.1 | .
COc1ccc(/C=N/n2c(SC)nnc2-c2ccccc2)cc1C | 0.2 | 8.2 | 1.6 | -5.7 | . | -1.8 | -1.4 | . | 0.2 | 17.8
O=C(c1ccc2nc(N3CCOCC3)sc2c1)N1CCCC1 | 7.8 | 11.3 | 5.3 | -10.7 | -6.9 | 0.4 | -3.9 | -0.1 | -1.4 | -15.7
CCCCN(C)C(=O)C1CCCN(S(=O)(=O)c2ccc3c(c2)oc(=O)n3C)C1 (configuration not stated) | -2.9 | -1.4 | 4.4 | 0.9 | -5.7 | 9.2 | -1.0 | -0.1 | -2.6 | 13.4
Cc1ccc(C(=O)CSc2n[nH]c(-c3ccco3)n2)cc1C | 0.2 | 7.6 | -2.1 | -22.9 | -3.4 | 4.3 | -1.7 | -7.1 | 1.2 | -3.9
COc1cc(/C=C2\C(=N)N3N=C(S(C)(=O)=O)SC3=NC2=O)ccc1OCCOc1ccccc1C | 3.5 | -2.5 | -0.7 | -22.6 | -15.5 | 11.7 | -0.2 | 0.6 | -0.3 | 22.5
COCc1[nH]nc2c1C1(C(=O)N(C)c3ccccc31)C(C#N)=C(N)O2 (configuration not stated) | -2.4 | 6.1 | 0.8 | 0.1 | -8.2 | -4.9 | 2.5 | 0.4 | -1.7 | 11.9
Cc1c(C(C)(C)C)s/c(=N/S(=O)(=O)c2ccccc2)n1C | -2.9 | 14.6 | 6.9 | -10.1 | . | 2.3 | -1.3 | i | 0.4 | 6.1
O=C(NCc1ccc2c(c1)OCO2)c1c(O)nc2sccn2c1=O | . | 0.0 | -3.1 | -4.7 | -6.2 | -4.3 | . | -4.0 | 0.6 | .
c1coc(C2OCC3(CO2)COC(c2ccco2)OC3)c1 (configuration not stated) | 2.4 | 15.1 | . | 0.7 | -14.3 | 2.7 | -0.2 | -1.0 | 2.1 | 32.6
C[C@@H]1CN([C@H](C)CO)C(=O)c2cc(-c3ccc(C(=O)N(C)C)cc3)cnc2O[C@@H]1CN(C)C(=O)c1cccnc1 | . | -7.2 | -1.6&-1.6&-1.0 | . | . | -2.5 | . | -0.4 | -4.2 | .
C=CCn1c(SCc2c(C)noc2C)nc2sc3c(c2c1=O)CCC(C)C3 (configuration not stated) | -0.5 | 6.8 | -2.5 | -6.5 | -0.2 | -8.4 | -0.7 | -0.7 | 2.5 | 1.2
CCCC(=O)Nc1cc(C)c(NC(=O)c2ccco2)cn1 | 1.8 | 14.0 | -0.2 | 3.2 | 3.4 | 0.9 | 1.0 | 0.5 | 2.9 | 23.3
Cc1ccc(-c2noc(CN3CCC(C(N)=O)CC3)n2)cc1 | -3.0 | -5.3 | -1.1 | 4.2 | -13.7 | 7.3 | 0.6 | i | -2.7 | -6.1
Cc1cccc(NS(=O)(=O)c2ccc(C)c(C(=O)N(C)C3CCN(C)CC3)c2)c1 | . | -10.4 | -0.7 | . | -0.3 | 4.2 | . | -5.6 | 1.5 | .
CC(C)(C)OC(=O)N1CCC(NC(=O)c2nc[nH]c2C(=O)NCC(=O)OCc2ccccc2)CC1 | 2.2 | -3.6 | -1.1 | -2.5 | 7.0 | 7.2 | -0.7 | -0.4 | -0.8 | 16.6
O=S(=O)(NN=C1CCCCCC1)c1ccc(Cl)cc1 | -1.4 | -8.1 | -1.0 | -2.2 | -11.1 | 0.4 | 0.7 | i | -0.8 | 14.5
CNC(=S)N1CCc2ccccc2C1 | -0.7 | 4.3 | . | 12.3 | -13.1 | 2.7 | 1.1 | 0.1 | 4.4 | 2.3
Cc1cccc(OCC(=O)OC(C)CN2CCCCC2)c1 (configuration not stated) | 0.2 | 6.8 | -1.7 | -2.2 | -4.5 | 8.0 | 0.4 | -4.7 | -1.7 | 9.2
Cc1ccc(-n2ncc3c2CCCC3NC(=O)CCCN2CCCCC2=O)cc1C (configuration not stated) | 1.4 | -15.5 | 0.2 | -0.1 | -0.3 | -1.1 | -1.7 | -1.5 | -3.0 | 27.6
O=S(=O)(Nc1ccncc1)c1cc(Cl)ccc1Cl | 4.3 | 3.2 | 0.9 | -0.8 | -3.4 | -3.8 | 0.1 | 0.6 | 2.9 | 5.9
CC(=O)c1cccc(NC(=O)CSc2n[nH]c(-c3ccncc3)n2)c1 | . | -10.0 | 6.7 | 3.3 | -14.8 | -1.5 | -1.8 | i | 3.4 | .
CNC(=O)C[C@H]1C(=O)N(c2ccccc2)C[C@@H]1C | . | 3.1 | -0.1 | . | . | 3.5 | . | i | -0.3 | .
Cc1cc(C(=O)N(CCC#N)Cc2cccs2)no1 | -3.0 | 4.8 | . | 8.5 | -10.3 | 10.9 | 0.3 | -0.6 | 0.0 | 5.1
Cn1nnnc1SCc1nnc(-c2ccccc2Br)o1 | -2.9 | 6.0 | -1.0 | -4.9 | -6.8 | -3.0 | -0.8 | 6.2 | 3.2 | 14.0
OCCC1CN(C2CCN(c3ccccc3)CC2)CCN1Cc1ccc(F)c(F)c1 (configuration not stated) | -2.6 | 6.3 | -0.4 | -14.2 | 5.8 | 0.9 | 0.6 | -0.4 | 7.2 | 6.5
Cn1c(/C=C/c2cccc([N+](=O)[O-])c2)nc2ccccc2c1=O | -0.8 | 3.2 | . | -1.4 | -5.1 | 10.2 | -2.0 | -0.3 | 0.1 | 26.1
CC(=O)CSc1nnc(Cc2ccc([N+](=O)[O-])cc2)o1 | 1.3 | -1.2 | -1.2 | -2.2 | -10.4 | -0.2 | 3.8 | i | -1.2 | 10.6
COc1ccc(NC(=O)CCNS(=O)(=O)c2ccccc2F)cc1S(N)(=O)=O | 1.1 | -4.5 | -1.6 | -10.1 | -8.2 | 2.7 | -1.8 | -0.3 | 0.7 | 17.1
COc1cccc(NC(=O)CN(C)S(=O)(=O)c2ccc3[nH]c(=O)oc3c2)c1 | -5.2 | 7.6 | -4.9 | -4.5 | -10.2 | -7.3 | 1.9 | -0.2 | 4.1 | 71.8
Cc1[nH]c2ccccc2c1C1(O)C(=O)N(Cc2ccc3c(c2)OCO3)c2ccccc21 (configuration not stated) | 6.8 | -0.3 | 4.7 | -16.5 | 3.4 | -0.8 | 1.4 | . | 5.4 | 13.9

The list is partial. The share of hits here may be higher or lower than overall.
